# GLD-1 TGE inh = GLD-1/TGE RNA complex disruptors, primary screen, biochemical, fluorescence polarization. inhibition, % at 5.96 µM. 0.44% of 320,000 active. purified GLD-1 + fluorescein TGE RNA;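 active = percent inhibition above a per-plate cutoff, the plate mean of test compounds plus 3 SD, cut at about 30% in these data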;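 also: 0% = DMSO wells with GLD-1 and probe and 100% = wells lacking GLD-1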
# Fam108B inh = mouse Fam108B serine hydrolase inhibitors, primary screen, counter-screen for RBBP9 inhibitor project, biochemical, fluorescence polarization | recombinant Fam108B, FP-Rh probe fluorescence polarization | inhibition, % at 9.51 µM | 0.33% of 300,000 active | AID 1947, 2009;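 active = inhibition above the screen mean inhibition plus 3 SD, computed separately per campaign, cut at about 18% in these data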;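 also: inhibitors lower polarization as less probe binds the enzyme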
# VLA-4 inh = inhibition in human VLA-4 binding assay, primary screen, VLA-4 allosteric modulator project, MLPCN library, flow cytometry, VLA-4 expressing cells | 0.2% of 330,000 active | Integrin alpha-4 (Homo sapiens), P13612 | AID 2557, 2010 | ligand binding flow cytometry | inhibition, % (about 7 µM as worked out from the volumes in the protocol); in the data active = inhibition above about 50%
# Target sequence (P13612 whole entry, looked up): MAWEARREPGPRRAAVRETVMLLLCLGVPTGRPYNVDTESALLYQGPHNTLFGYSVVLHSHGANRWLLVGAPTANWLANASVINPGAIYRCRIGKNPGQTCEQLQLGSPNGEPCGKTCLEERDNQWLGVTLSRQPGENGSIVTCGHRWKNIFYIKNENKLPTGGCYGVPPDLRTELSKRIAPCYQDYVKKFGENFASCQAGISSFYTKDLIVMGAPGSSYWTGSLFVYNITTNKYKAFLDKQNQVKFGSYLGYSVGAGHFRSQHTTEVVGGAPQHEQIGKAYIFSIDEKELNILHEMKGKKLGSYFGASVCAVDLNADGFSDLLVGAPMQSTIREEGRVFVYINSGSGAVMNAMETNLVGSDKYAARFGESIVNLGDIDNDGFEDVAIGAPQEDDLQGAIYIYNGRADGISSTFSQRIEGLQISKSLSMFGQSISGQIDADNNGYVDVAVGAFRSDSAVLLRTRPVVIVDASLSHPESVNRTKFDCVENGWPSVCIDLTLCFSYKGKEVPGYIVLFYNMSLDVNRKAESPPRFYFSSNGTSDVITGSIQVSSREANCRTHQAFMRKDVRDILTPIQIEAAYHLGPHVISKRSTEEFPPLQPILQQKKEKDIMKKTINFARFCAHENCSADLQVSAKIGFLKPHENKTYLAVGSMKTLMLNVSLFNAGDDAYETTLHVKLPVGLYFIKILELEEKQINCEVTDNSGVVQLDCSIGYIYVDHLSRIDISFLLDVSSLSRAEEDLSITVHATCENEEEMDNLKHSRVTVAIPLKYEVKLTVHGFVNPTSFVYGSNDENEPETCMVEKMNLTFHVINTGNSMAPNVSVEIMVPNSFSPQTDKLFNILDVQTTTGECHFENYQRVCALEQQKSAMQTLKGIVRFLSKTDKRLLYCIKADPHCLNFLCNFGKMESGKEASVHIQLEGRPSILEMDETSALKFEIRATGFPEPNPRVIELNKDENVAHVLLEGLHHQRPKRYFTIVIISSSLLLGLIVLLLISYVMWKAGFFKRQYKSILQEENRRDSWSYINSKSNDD
# PME-1 primary = PME-1 inhibitors via competitive probe labeling, primary screen, biochemical, fluorescence polarization, FP-Rh probe, HTS. Protein phosphatase methylesterase 1 (Homo sapiens), Q9Y570. recombinant PME-1. inhibition, % at 5.9 µM. 0.53% of 320,000 active. AID 2130, 2009;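 active = inhibition above the campaign mean of all compounds plus 3 SD, cut at about 26% in these data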;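 also: competitive labeling of PME-1 active site by serine hydrolase directed probe; 0% = PME-1 with DMSO and 100% = wells lacking PME-1 enzyme; inhibitors block probe labeling so polarization falls and inhibition rises; many of its hits are not listed in these tables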
# GRK2 aptamer HTS = compounds blocking aptamer binding on GRK2 – biochemical, human GRK2, bead flow cytometry, HTS, primary screen; FAM-aptamer displacement from GRK2; inhibition of aptamer binding, % at 10 µM; 0.59% of 330,000 active; AID 488847, 2010;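 active = inhibition of aptamer binding above 40%, roughly 3 SD of noise, on plates passing a quality check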;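 also: median bead fluorescence of bound FAM aptamer so fluorescent compounds give negative values; no value below 0 was filed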
# Efflux pump inh = inhibitors of Candida efflux pumps in yeast, primary screen, S. cerevisiae, Nile Red, multiplex; inhibition, % at 10 µM; S. cerevisiae Candida pump triplex; 0.44% of 330,000 active;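 active = plate passing quality check with inhibition over a set limit, or well fluorescence over plate mean plus 4 SD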;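 also: Nile Red retained in pooled yeast measured as flow cytometry median fluorescence; 0% = buffer negative control and 100% = Enniatin B positive control; higher means more Nile Red kept so more efflux inhibition; some compounds called inactive have numbers as strong as hits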
# MEX-5 binding = MEX-5 zinc finger RNA-binding disruptors – biochemical, C. elegans, fluorescence polarization, MLPCN library, primary screen | Zinc finger protein mex-5 (Caenorhabditis elegans), Q9XUB2 | MEX-5/FITC-TCR2 RNA binding; hits give low values | activity score (negative = inhibition of binding), % at 10 µM | 0.38% of 300,000 active | AID 1832, 2009;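 active = inhibition past about -25% in most replicates, and total fluorescence under double the plate's negative control median, limit read from the data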;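 also: 0% = DMSO and -100% = 5 µM competing unlabeled TCR2 RNA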
# MCL1-BIM inh = inhibitors of MCL1 binding to BIM-BH3, primary screen, biochemical, fluorescence polarization; Induced myeloid leukemia cell differentiation protein Mcl-1 (Homo sapiens), Q07820; GST-MCL1 / FITC-Bim-BH3 fluorescence polarization; inhibition, % at 10.9 µM; 0.68% of 320,000 active; AID 2057, 2009;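 active = inhibition above the mean inhibition of all tested compounds plus 3 SD, set per campaign, cut at about 40% in these data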;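 also: 0% = DMSO wells and 100% = unlabeled Bim-BH3 peptide control; higher means more loss of mP so more displacement of Bim peptide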
# Bcl-xL primary = inhibitors of human Bcl-xL, primary screen, biochemical, fluorescence polarization, HTS; GST-Bcl-xL / FITC-Bim BH3 peptide fluorescence polarization; inhibition, % at 10.9 µM; 0.7% of 320,000 active;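 active = inhibition above the mean of all tested compounds plus 3 SD, cutoff set per campaign, cut at about 30% in these data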;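 also: 0% = DMSO wells and 100% = unlabeled Bim-BH3 peptide competitor; inhibitors lower millipolarization by displacing the labeled peptide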
# Active calls of the source: *; x = no result given. Not all compounds are listed. The share of hits here may be higher or lower than overall.
cpd	mol	Efflux pump inh	GRK2 aptamer HTS	GLD-1 TGE inh	MEX-5 binding	VLA-4 inh	PME-1 primary	Fam108B inh	MCL1-BIM inh	Bcl-xL primary
1	N/C(=N\S(=O)(=O)c1cc(C(F)(F)F)cc(C(F)(F)F)c1)c1ccccc1	0.0	1	6	-0.7	-1	12	1	2	5
2	O=C(CSc1nnc(C2CC2)n1C1CC1)c1ccc(Br)s1	-0.2	1	-1	x	3	x	x	x	x
3	CC1Cc2ccccc2N1C(=O)CN1CCCCC1 (stereo not given)	-0.3	4	3	0.7	-5	0	-3	2	8
4	O=C(N/N=C/c1cn(-c2ccccc2)nc1-c1cccs1)c1ccccc1F	-0.2	0	-8	2.7	23	-44	-36	1	2
5	CCc1ccc(N(C(=O)Cn2nnc(-c3ccccc3)n2)C(C(=O)NC2CCCCC2)c2ccccn2)cc1 (stereo not given)	0.1	8	6	-0.4	-7	5	4	3	0
6	CCOC(=O)N1CCN(C(=O)CN(c2ccccc2)S(C)(=O)=O)CC1	-0.1	3	-7	2.1	4	4	-2	-2	5
7	O=C1/C(=C/c2ccc([N+](=O)[O-])cc2)CCC1C1CCCC1 (stereo not given)	-0.1	0	-4	-0.7	-3	4	2	2	6
8	Cc1c(C(=O)N2CCC[C@H]2CO)oc2c(F)cccc12	-0.1	0	5	2.4	-1	2	4	8	3
9	O=[N+]([O-])c1cccc2c(S(=O)(=O)N3CCCCC3)cccc12	0.1	0	10	0.4	-3	-2	-3	0	-7
10	O=S(=O)(Nc1cccc(Cl)c1)c1ccc(-n2cccn2)cc1	0.8	0	4	-1.4	30	-1	-3	7	0
11	O=C(Nc1ccccc1C(=O)N1CCCC1)c1cccc(S(=O)(=O)N2CCCCC2)c1	-0.1	0	4	0.3	5	3	2	2	3
12	CCOC(=O)C1CCN(S(=O)(=O)c2ccc(C(C)=O)cc2)CC1	-0.1	0	-3	-0.2	9	-7	0	2	6
13	Cc1ccc(NC(=O)CCl)cc1S(=O)(=O)N1CCCCCC1	-0.1	0	4	-0.4	13	3	4	8	13
14	COc1ccc2c(c1OC)C(=O)N1N=C(c3ccc(O)cc3)CC21 (stereo not given)	-0.4	2	-5	0.1	-16	-3	1	6	2
15	COc1ccc(NC(=S)NC(=O)c2cncc(Br)c2)cc1	0.0	0	4	-1.1	7	1	2	2	4

# 2 entries from above, with each value named.
15: COc1ccc(NC(=S)NC(=O)c2cncc(Br)c2)cc1
  Efflux pump inh: 0.0
  GRK2 aptamer HTS: 0
  GLD-1 TGE inh: 4
  MEX-5 binding: -1.1
  VLA-4 inh: 7
  PME-1 primary: 1
  Fam108B inh: 2
  MCL1-BIM inh: 2
  Bcl-xL primary: 4
14: COc1ccc2c(c1OC)C(=O)N1N=C(c3ccc(O)cc3)CC21 (stereo not given)
  Efflux pump inh: -0.4
  GRK2 aptamer HTS: 2
  GLD-1 TGE inh: -5
  MEX-5 binding: 0.1
  VLA-4 inh: -16
  PME-1 primary: -3
  Fam108B inh: 1
  MCL1-BIM inh: 6
  Bcl-xL primary: 2

# Additional results:
cpd	mol	Efflux pump inh	GRK2 aptamer HTS	GLD-1 TGE inh	MEX-5 binding	VLA-4 inh	PME-1 primary	Fam108B inh	MCL1-BIM inh	Bcl-xL primary
16	O=C(CSc1ccc(-c2ccc(F)cc2)nn1)N1CCCc2ccccc21	-0.1	1	2	-3.5	5	0	0	-1	3
17	CCc1ccc(CN2CCC(n3nccc3NC(=O)c3ccccc3Cl)CC2)cc1	0.0	0	-5	-1.0	5	-2	-1	1	-2
18	COc1cccc(/C=N/NC(=O)CNC(=O)c2ccco2)c1O	0.0	0	2	-3.9	3	-9	0	-4	-3
19	COc1ccc(C(=O)C2CCCN(C(=O)c3cc(C)on3)C2)cc1F (stereo not given)	0.1	0	-5	-2.1	19	2	2	-7	1
20	CCCCn1c(N)c(N(CC(C)C)C(=O)CN2C(=O)c3ccccc3C2=O)c(=O)[nH]c1=O	-0.2	1	2	-3.0	0	-1	-2	-2	0
21	Cn1cccc1C(=O)c1ccc(Cl)cc1Cl	-0.1	2	5	-0.4	43	-3	2	2	3
22	COC(=O)c1ccccc1NC(=O)c1ccc(COc2cccc3ccccc23)o1	0.1	1	1	3.1	0	-14	-9	5	5
23	O=C(CSc1nnc(-c2ccc3c(c2)OCO3)n1-c1ccccc1)c1ccc(Cl)cc1	-0.2	0	-2	-0.3	8	-3	-4	2	-1
24	FC(F)(F)c1ccc(CN2CCN(Cc3ccco3)CC2)cc1	-0.1	0	7	-0.9	10	0	2	-1	2
25	CS(=O)(=O)c1ccc(C(=O)OC2CCOC2=O)cc1[N+](=O)[O-] (stereo not given)	-0.3	4	6	-1.0	-8	1	-2	8	9
26	COc1cccc(NC(=O)C2CCCN2C(=O)Nc2ccccc2F)c1 (stereo not given)	0.0	2	7	0.6	3	6	-2	0	-1
27	COc1ccc(/C=C/C(=O)Oc2ccc(C)cc2)cc1	-0.1	1	6	0.5	-1	4	-4	0	5
28	CC(Oc1ccc(Cl)cc1Cl)C(=O)NNC(=O)c1cccnc1 (stereo not given)	-0.2	0	0	0.1	9	-2	-3	15	6
29	Cc1nc(Cl)sc1C(=O)Nc1ccc(C(F)(F)F)cc1	-0.2	x	7	-0.9	13	-3	0	8	1
30	O=[N+]([O-])c1ccccc1S(=O)(=O)NC1CC2CCC1C2 (stereo not given)	0.0	0	4	-0.2	-4	-4	1	-3	5
31	Cc1ccc(-n2c(SCC(=O)N3CCCc4ccccc43)nnc2-c2cccnc2)c(C)c1	-0.3	0	-13	1.3	-6	-1	-1	-24	-7
32	Cc1ccc(NC(=S)N2CCC(NC(=O)c3cccc(F)c3)CC2)cc1	0.1	0	-1	-0.5	11	-11	-1	6	5
33	CC1CC1c1ccc(/C=C(\C#N)C(=O)Nc2ccc(Cl)cc2)o1 (stereo not given)	0.1	4	2	5.5	1	-11	-10	2	0
34	COc1ccccc1N(CC(=O)N1CCOCC1)S(C)(=O)=O	0.2	1	0	2.2	11	-2	1	-3	2
35	CC/C(=N\NC(N)=O)c1ccc(OC(F)F)cc1	0.0	2	9	1.6	5	4	0	1	3
36	Cc1cccnc1NC(=S)NC(=O)c1oc2ccccc2c1C	-0.1	0	-1	-2.0	6	0	1	8	3
37	O=S(=O)(Cc1ccccc1)N1CCN(C2Cc3ccccc3C2)CC1	0.1	0	6	0.3	15	3	7	0	3
38	Cc1[nH]c2ccccc2c1/C=N/Nc1nc2ccccc2[nH]1	0.1	0	4	-5.4	3	24	10	8	4
39	O=C(O)CSCC(=O)Nc1ccc(-c2nc3ccccc3s2)cc1	0.0	3	-6	1.6	-5	-5	-1	1	8
40	CCOCCCNC(=O)c1cc2c(=O)n3cccc(C)c3nc2n1C	-0.1	0	5	-1.4	11	4	1	17	18
41	Cc1ccc(C(=O)NCC(=O)N2CCN(c3ncccn3)CC2)s1	0.2	12	-10	0.0	-2	2	-4	-1	1
42	COc1cccc(C2CN(c3ccc(F)cc3F)N=C2c2cccs2)c1OC (stereo not given)	0.2	4	-8	2.2	-1	4	0	-4	0
43	CCn1ccnc1CN(C)Cc1cn(C)nc1-c1ccccc1F	0.4	0	-2	0.5	43	-2	0	5	1
44	Cc1ccc2cc3cc(C(=O)NCCCN4CCc5ccccc5C4)oc3nc2c1	0.2	0	2	-0.4	3	1	-1	3	7
45	O=C(Nc1c2c(nn1-c1ccc(F)cc1)CS(=O)(=O)C2)C1CCCC1	-0.2	0	-4	-1.2	6	5	0	3	5
46	O=C(Nc1ccc(Cl)c(Cl)c1)OCc1cccnc1	0.1	0	7	3.4	4	-64	-42	6	1
47	CC(=O)C1C(c2cn(-c3ccccc3)nc2-c2cccs2)NC(=O)NC1(O)C(F)(F)F (stereo not given)	0.1	0	4	x	24	3	-4	-11	-2
48	COc1cc(NC(=O)c2ccccc2)c(OC)cc1NC(=O)Cc1ccc(F)cc1	-0.1	0	-7	1.7	5	-7	6	-1	3
49	CCNC(=O)NC(=O)CSc1ccc(S(=O)(=O)N2CCCCC2)cn1	-0.1	0	2	x	-26	4	x	6	2
50	Cc1cc(S(=O)(=O)N2CCN(C(=O)c3ccco3)CC2)ccc1F	-0.1	4	-1	1.6	0	-4	0	3	-2
51	CC(=O)Nc1cccc(NC(=O)C(=O)c2cn(CC(=O)N3CCCCC3)c3ccccc23)c1	0.1	10	9	-17	-9	-6	-1	4	3
52	COc1ccc(S(=O)(=O)N2CCN(C)CC2)cc1NC(=O)c1ccccc1F	0.1	0	3	-0.9	5	-2	0	7	5
53	COc1ccc(CNCc2ccc([N+](=O)[O-])cc2)cc1OC	0.0	0	-7	-0.6	-1	2	2	8	4
54	O=C(O)c1ccc2c(=O)n3c(nc2c1)/C(=C/c1cccc(O)c1)CC3	0.0	13	-1	0.8	-3	2	9	10	9
55	Cc1ccc(S(=O)(=O)n2nccc2-c2c(-c3ccc(Cl)cc3)noc2C)cc1	0.2	0	-7	0.3	0	2	-2	2	6
56	COc1ccc(S(=O)(=O)N2CCCC2CNC(=O)C(=O)Nc2ccc(C)cc2)cc1 (stereo not given)	-0.1	0	10	-1.0	15	9	-4	-2	2
57	O=C(Nc1ccccc1)c1ccccc1CSc1ccccc1	0.0	0	5	1.9	20	-6	1	1	3
58	O=C(NCc1cccnc1)/C(=C\c1ccc(-c2ccc(Cl)c(Cl)c2)o1)S(=O)(=O)c1ccccc1	-0.3	0	2	-0.1	9	-33	-27	-4	-1
59	O=c1c2ccccc2[nH]c(=S)n1Cc1cccs1	-0.1	2	9	-1.9	2	-6	-6	2	-3

# Gathered by group, the entries above with a furan ring, fused or not
cpd	mol	Efflux pump inh	GRK2 aptamer HTS	GLD-1 TGE inh	MEX-5 binding	VLA-4 inh	PME-1 primary	Fam108B inh	MCL1-BIM inh	Bcl-xL primary
8	Cc1c(C(=O)N2CCC[C@H]2CO)oc2c(F)cccc12	-0.1	0	5	2.4	-1	2	4	8	3
18	COc1cccc(/C=N/NC(=O)CNC(=O)c2ccco2)c1O	0.0	0	2	-3.9	3	-9	0	-4	-3
22	COC(=O)c1ccccc1NC(=O)c1ccc(COc2cccc3ccccc23)o1	0.1	1	1	3.1	0	-14	-9	5	5
24	FC(F)(F)c1ccc(CN2CCN(Cc3ccco3)CC2)cc1	-0.1	0	7	-0.9	10	0	2	-1	2
33	CC1CC1c1ccc(/C=C(\C#N)C(=O)Nc2ccc(Cl)cc2)o1 (stereo not given)	0.1	4	2	5.5	1	-11	-10	2	0
36	Cc1cccnc1NC(=S)NC(=O)c1oc2ccccc2c1C	-0.1	0	-1	-2.0	6	0	1	8	3
44	Cc1ccc2cc3cc(C(=O)NCCCN4CCc5ccccc5C4)oc3nc2c1	0.2	0	2	-0.4	3	1	-1	3	7
50	Cc1cc(S(=O)(=O)N2CCN(C(=O)c3ccco3)CC2)ccc1F	-0.1	4	-1	1.6	0	-4	0	3	-2
58	O=C(NCc1cccnc1)/C(=C\c1ccc(-c2ccc(Cl)c(Cl)c2)o1)S(=O)(=O)c1ccccc1	-0.3	0	2	-0.1	9	-33	-27	-4	-1

# Source: PubChem
